# STAT3 inh = inhibitors of IL-6 induced STAT3 signaling; U3A cells, IL-6 STAT3-luciferase reporter, luminescence; host cell line lacks STAT1; inhibition, % at 5.5 µM; 0.89% of 190,000 active;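 active means inhibition above the mean inhibition across all screened compounds plus 3 SD, cut at about 44% in these data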;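 further: 0% = DMSO only wells and 100% = 100 µM nifuroxazide control wells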
# Hsp70 activator = transcriptional activators of Hsp70; HeLa Hsp70 promoter luciferase reporter, luminescence; scaled: vehicle 0, proteasome-inhibitor control 100%; activation, % at 10 µM; 0.04% of 200,000 active; AID 1203;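 active means activation above the mean across all tested compounds plus 3 SD, cutoff set per campaign, cut at about 5.5% in these data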;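 further: 100% = MG132 at 30 µM as the positive control and 0% = DMSO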
# STAT1 inh = STAT1 signaling inhibition; NIH 3T3 STAT1-luciferase reporter, IFN-gamma, luminescence; inhibition, % at 5.5 µM; 0.35% of 200,000 active;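 active means inhibition above a set limit, the mean inhibition across all tested compounds plus 3 SD, cut at about 34% in these data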;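 further: 0% = IFN-gamma with DMSO and 100% = IFN-gamma with 300 µM nifuroxazide; values of inactives mirror those of a sister screen read the other way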
# Diaphorase act = activates diaphorase or chemically reduces, flagging diaphorase assay artifacts | Diaphorase/resazurin coupled assay, resorufin fluorescence, 16 min; active compounds read high; 1 = vehicle wells, 0 = NADH-free wells | activation factor at 20 µM | 0.005% of 190,000 active;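 active means diaphorase activity raised at least twofold by the compound at 20 µM; inactive means activation factor below 2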
#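 Assay system: Purified diaphorase enzyme from Clostridium kluyveri | Amount: Enzyme 0.07 U/mL final | Dosing: Compound 20 µM once, DMSO 1% | Timing: 16 min reaction at room temperature | Detection: Fluorescence, excitation 544 nm and emission 590 nm | Evaluation: Higher resorufin formation from activation or reduction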
# STAT1 activator = STAT1 signaling activation; NIH 3T3 STAT1-luciferase reporter, IFN-gamma, luminescence; 100% = IFN-gamma alone, no compound; activation (% of control), % at 5.5 µM; 2.6% of 200,000 active; AID 932;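 active means activation above the screen-wide mean activation plus 3 SD, cut at about 130% in these data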;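 further: raw ratio to IFN-gamma control signal so 100% means no change and 0% no light; values of inactives mirror those of a sister screen read the other way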
# Diaphorase inh = inhibits diaphorase or chemically oxidizes, flagging diaphorase assay artifacts. diaphorase resazurin-to-resorufin fluorescence, NADH, 16 min; bacterial (C. kluyveri) enzyme, not human. 0.69% of 190,000 active. inhibition, % at 20 µM;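 active means primary screen inhibition at 20 µM above a set limit, cut at about 50% in these data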;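 further: plate controls were DMSO with full reaction for no effect and wells lacking NADH for full effect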
#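 controls = No-NADH positive control and DMSO neutral control | system = Clostridium kluyveri diaphorase enzyme | timing = reaction incubation of 16 min at room temperature | signal = resorufin fluorescence 544/590 nm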
# G6PDH counter = counter-screen for G6PDH assay hits: L. mesenteroides G6PDH inhibition. Purified L. mesenteroides G6PDH, diaphorase/resazurin coupled fluorescence, 45 min. inhibition, % at 5 µM. 0.12% of 200,000 active; in the data active means inhibition above about 50%
# STAT3 activator = activators of IL-6 induced STAT3 signaling; 0.91% of 190,000 active; U3A cells, IL-6 STAT3-luciferase reporter, luminescence; 100% = signal with IL-6 EC80 alone; activation (% of control), % at 5.6 µM;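 active means activation above the screen-wide mean of compound activation plus 3 SD, cut at about 130% in these data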;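 further: 0% = background luminescence of wells with medium and substrate only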
#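 Material: STAT3-luciferase reporter U3A cells. Controls: IL-6-treated wells, 100% activation. Read-out: % activation versus median of IL-6-stimulated wells. Probe or stimulus: IL-6 stimulus at 33 ng/mL final. Timing: compound 1 h, then IL-6 6 h at 37 °C. Signal: reporter luminescence signal.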
# APP 5UTR inh = APP translation inhibition. SH-SY5Y APP 5'UTR-luciferase reporter, luminescence. inhibition, % at 2 µM. 0.82% of 190,000 active;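 active means inhibition above a set limit, derived from the sample mean plus 3 SD, cut at about 45% in these data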; further: values of inactives mirror those of a sister screen read the other way
# TLR4-MyD88 BLA = blocks binding of human TLR4 to MyD88; inhibition, % at 8.4 µM; O00206+Q99836; HeLa CL3-4 TLR4/MyD88 BLA complementation, FRET ratio; AID 861; 0.18% of 200,000 active; in the data active means inhibition above about 25%;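 further: 0% = vehicle and 100% = reference inhibitor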
# Target sequence (O00206 whole entry, looked up): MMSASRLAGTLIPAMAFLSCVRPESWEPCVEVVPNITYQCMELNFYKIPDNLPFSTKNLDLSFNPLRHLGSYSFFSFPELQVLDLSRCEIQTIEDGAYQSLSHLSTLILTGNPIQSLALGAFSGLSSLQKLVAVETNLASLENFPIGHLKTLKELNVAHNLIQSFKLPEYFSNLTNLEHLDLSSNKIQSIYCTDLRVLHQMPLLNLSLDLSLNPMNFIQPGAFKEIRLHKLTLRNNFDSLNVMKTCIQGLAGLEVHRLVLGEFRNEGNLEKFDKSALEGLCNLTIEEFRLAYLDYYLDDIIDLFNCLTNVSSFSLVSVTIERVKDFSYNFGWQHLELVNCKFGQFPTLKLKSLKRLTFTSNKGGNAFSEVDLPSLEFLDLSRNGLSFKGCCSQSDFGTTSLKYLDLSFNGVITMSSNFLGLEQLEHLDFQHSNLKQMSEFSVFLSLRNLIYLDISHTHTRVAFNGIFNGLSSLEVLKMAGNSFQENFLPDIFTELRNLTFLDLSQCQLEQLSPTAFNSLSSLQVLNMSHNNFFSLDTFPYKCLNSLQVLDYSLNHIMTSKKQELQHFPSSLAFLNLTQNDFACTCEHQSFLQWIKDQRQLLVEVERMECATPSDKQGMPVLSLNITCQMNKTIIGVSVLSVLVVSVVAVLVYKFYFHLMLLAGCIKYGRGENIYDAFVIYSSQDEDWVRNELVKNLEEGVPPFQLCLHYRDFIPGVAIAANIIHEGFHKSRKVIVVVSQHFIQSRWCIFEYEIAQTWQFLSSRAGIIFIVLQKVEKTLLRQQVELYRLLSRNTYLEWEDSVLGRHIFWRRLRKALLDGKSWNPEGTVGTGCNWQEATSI
# Target sequence (Q99836 whole entry, looked up): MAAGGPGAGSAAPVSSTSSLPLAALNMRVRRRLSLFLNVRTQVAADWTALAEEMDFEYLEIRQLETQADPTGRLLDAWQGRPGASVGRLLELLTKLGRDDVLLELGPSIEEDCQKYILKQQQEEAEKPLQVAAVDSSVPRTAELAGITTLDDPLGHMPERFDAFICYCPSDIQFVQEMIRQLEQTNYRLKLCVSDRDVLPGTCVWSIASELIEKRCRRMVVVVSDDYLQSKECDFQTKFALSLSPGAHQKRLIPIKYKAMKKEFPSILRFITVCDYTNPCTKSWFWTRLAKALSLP
# The depositor's hits bear a star; / = not tested or not shown.
SMILES,STAT3 inh,Hsp70 activator,STAT1 inh,Diaphorase act,STAT1 activator,Diaphorase inh,G6PDH counter,STAT3 activator,APP 5UTR inh,TLR4-MyD88 BLA
C#CCOCCOCCOCCNc1nc(N2CCN(C(=O)[C@H]([C@@H](C)CC)n3cc([C@@H](N)Cc4ccc(O)cc4)nn3)CC2)nc(N2CCN(C(=O)[C@H]([C@@H](C)CC)n3cc([C@@H](N)CC(C)C)nn3)CC2)n1,/,0.2,2,1.3,99,-33,2,/,-7,-1
Cc1cccc(N2C(=O)CSC23CCCCC3)c1,12,-0.2,2,1,97,5,-4,93,-20,3
CCC(c1nnnn1CCc1ccccc1)N1CCN(c2ccc(OC)cc2)CC1 (centres undefined),1,-0.2,10,0.8,91,18,-3,106,4,-5
Cc1ccc(-c2csc3nc4c5ccccc5c(NCCCN5CCOCC5)nn4c(=O)c23)cc1,4,0.4,-10,1.2,108,-24,13,103,-12,-7
CC1C(=NO)C(C)C(c2ccc(N(C)C)cc2)NC1c1ccc(N(C)C)cc1 (centres undefined),-13,0.0,-2,0.9,101,9,5,114,-4,-1
N#CCSc1nc2scc(-c3cccs3)c2c(=O)n1CCc1ccccc1,13,-0.5,4,0.9,96,8,-1,95,11,19
COc1ccc2[nH]c(=O)c(-c3noc(-c4ccccc4)n3)cc2c1,10,-0.4,-24,0.7,122,26,9,97,-37,-7
CCOC(=O)N1CCN(C(=O)c2ccc3c(SCC(=O)O)c4c(nc3c2)CCC4)CC1,10,-0.3,-9,0.8,108,17,3,96,14,-13
COc1ccc(/C=C(\C#N)C(=O)NCc2cccnc2)cc1OC,-6,-0.3,-6,1,104,0,7,107,38,-10
O=C(O)C1C2C=CC(C2)C1C(=O)N1CCOCC1 (centres undefined),7,0.1,7,0.9,95,12,-2,98,-4,12
Cc1ccnn1C(C)C(=O)O (centres undefined),2,-0.4,-3,1,102,3,7,98,-4,7
Cc1ccc(NCCC(=O)c2ccc(Br)cc2)cc1,6,-0.4,1,1.1,99,-10,4,103,-2,-7

# Fetched by compound from the list above:
SMILES,STAT3 inh,Hsp70 activator,STAT1 inh,Diaphorase act,STAT1 activator,Diaphorase inh,G6PDH counter,STAT3 activator,APP 5UTR inh,TLR4-MyD88 BLA
Cc1cccc(N2C(=O)CSC23CCCCC3)c1,12,-0.2,2,1,97,5,-4,93,-20,3
Cc1ccc(NCCC(=O)c2ccc(Br)cc2)cc1,6,-0.4,1,1.1,99,-10,4,103,-2,-7
C#CCOCCOCCOCCNc1nc(N2CCN(C(=O)[C@H]([C@@H](C)CC)n3cc([C@@H](N)Cc4ccc(O)cc4)nn3)CC2)nc(N2CCN(C(=O)[C@H]([C@@H](C)CC)n3cc([C@@H](N)CC(C)C)nn3)CC2)n1,/,0.2,2,1.3,99,-33,2,/,-7,-1
CCOC(=O)N1CCN(C(=O)c2ccc3c(SCC(=O)O)c4c(nc3c2)CCC4)CC1,10,-0.3,-9,0.8,108,17,3,96,14,-13

# A draw from above in order of number of heavy atoms, rising:
SMILES,STAT3 inh,Hsp70 activator,STAT1 inh,Diaphorase act,STAT1 activator,Diaphorase inh,G6PDH counter,STAT3 activator,APP 5UTR inh,TLR4-MyD88 BLA
Cc1cccc(N2C(=O)CSC23CCCCC3)c1,12,-0.2,2,1,97,5,-4,93,-20,3
Cc1ccc(NCCC(=O)c2ccc(Br)cc2)cc1,6,-0.4,1,1.1,99,-10,4,103,-2,-7
COc1ccc(/C=C(\C#N)C(=O)NCc2cccnc2)cc1OC,-6,-0.3,-6,1,104,0,7,107,38,-10
CC1C(=NO)C(C)C(c2ccc(N(C)C)cc2)NC1c1ccc(N(C)C)cc1 (centres undefined),-13,0.0,-2,0.9,101,9,5,114,-4,-1
CCOC(=O)N1CCN(C(=O)c2ccc3c(SCC(=O)O)c4c(nc3c2)CCC4)CC1,10,-0.3,-9,0.8,108,17,3,96,14,-13
Cc1ccc(-c2csc3nc4c5ccccc5c(NCCCN5CCOCC5)nn4c(=O)c23)cc1,4,0.4,-10,1.2,108,-24,13,103,-12,-7
C#CCOCCOCCOCCNc1nc(N2CCN(C(=O)[C@H]([C@@H](C)CC)n3cc([C@@H](N)Cc4ccc(O)cc4)nn3)CC2)nc(N2CCN(C(=O)[C@H]([C@@H](C)CC)n3cc([C@@H](N)CC(C)C)nn3)CC2)n1,/,0.2,2,1.3,99,-33,2,/,-7,-1

# Next compounds.
SMILES,STAT3 inh,Hsp70 activator,STAT1 inh,Diaphorase act,STAT1 activator,Diaphorase inh,G6PDH counter,STAT3 activator,APP 5UTR inh,TLR4-MyD88 BLA
CCC1(CC)C(=O)NC(=O)NC1=NCCc1ccc(O)cc1,18,-0.3,7,1,94,4,32,93,2,2
CCCCc1nnc(NC(=O)Cn2cnc3ccccc3c2=O)s1,4,0.0,-2,0.8,100,18,8,100,2,1
CCOC(=O)N1CCN(C(=O)CSc2nc3c(cnn3-c3ccccc3)c(=O)[nH]2)CC1,-1,-0.3,3,0.8,97,20,10,105,4,8
Cc1ccc(CCNC(=O)C2CCN(S(=O)(=O)N3CCC4(CC3)OCCO4)CC2)cc1,5,-0.2,-9,0.9,108,7,-5,101,/,-6
Cc1cccc(NCC(=O)c2c(N)n(C)c(=O)n(C)c2=O)c1C,15,-0.3,-5,0.8,103,21,22,91,8,-12
COc1ccc(NC(=O)C2C(=O)N(CCO)C3(C)CC2c2ccccc2O3)cc1 (centres undefined),21,-0.4,-4,0.9,104,11,3,90,-46,1
CC(C)CNC(=S)NNC(=O)CC(C)O (centres undefined),11,-0.1,15,1,86,-1,4,98,-6,-18
Cn1c(=O)[nH]c(=O)c2c1nc(Br)n2CCSc1nnnn1-c1ccccc1,3,-0.2,-1,0.8,101,20,3,102,2,-13
COc1ccccc1C(O)(c1ccccc1)C(CN1CCOCC1)c1ccccc1 (centres undefined),23,-0.2,1,0.9,98,13,0,89,10,8
COc1cc(NC(=O)C2CC(=O)NC3=C2C(=O)CC(C)(C)C3)c(OC)cc1Cl (centres undefined),3,-0.5,-11,0.9,110,10,26,101,-10,-6
CS(=O)(=O)ON=C1CCN(S(=O)(=O)c2ccccc2)CC1,3,0.3,1,1,99,1,6,99,9,-4
O=C(Nc1ccccc1N1CCOCC1)c1cccnc1,3,-0.2,0,0.9,102,6,3,102,-16,5
CC1CN(C(=O)c2cc(S(=O)(=O)N3CCCC3)c(Cl)cc2Cl)CC(C)O1 (centres undefined),6,-0.3,4,0.9,98,12,-9,97,-9,5
CN1CCC(=NNC(=O)c2ccc(N(Cc3ccccc3Cl)S(C)(=O)=O)cc2)CC1,-9,0.0,0,0.9,100,9,3,106,15,4
CN1CCN(S(=O)(=O)c2cc([N+](=O)[O-])ccc2Cl)CC1,12,0.0,0,1,98,4,13,96,-7,4
Cc1[nH]nc(SCC(=O)N2CCC(C)CC2)c1[N+](=O)[O-],17,-0.2,10,0.9,91,14,15,91,2,0
CCCn1c(=O)c2ccccc2n2c(SCc3nnc(-c4ccccc4Br)o3)nnc12,4,-0.1,1,0.7,99,30,2,103,4,1
CC(=O)c1cc(OC(=O)N2CCOCC2)ccc1OC(=O)N1CCOCC1,2,0.0,5,0.9,96,12,9,102,5,-5
O=C1CC(c2ccco2)CC(O)=C1C=Nc1ccc(Br)cc1 (centres undefined),8,0.2,-1,0.9,101,8,1,98,-7,6
Clc1ccc(/C=N/Nc2nnc(Cl)c3ccccc23)cc1,-51,-0.5,-20,0.9,117,10,-1,146*,-6,13
CC(C)C(=O)N1N=C2CCCCC2C1(O)C(F)(F)F (centres undefined),7,0.1,-2,0.9,102,8,9,102,-11,2
O=S(=O)(NCCN1CCOCC1)c1ccc2c(c1)OCCO2,-1,-0.2,1,1,99,-1,3,103,-3,-4
COCCCNC(=O)c1cc(=O)n(Cc2ccc(Cl)cc2)c2ccccc12,0,-0.3,7,1,92,2,5,101,8,0
CN(CCO)c1nc(N)c2c(N)nc3c(c2c1C#N)CC(=O)N3Cc1cccs1,-1,-0.2,3,0.8,97,19,4,102,-19,-3
CCN(CC)c1ccc(CNc2nc3ccccc3n2CCN2CCCCC2)cc1,1,0.0,34,1,68,5,-2,106,-9,9
O=C(c1c[nH]c2ccc(S(=O)(=O)N3CCC4(CC3)OCCO4)cc2c1=O)N1CCOCC1,3,-0.2,5,0.9,95,9,-5,101,2,10
CC(C)C(=O)Nc1ccccc1N1CCN(C(=O)c2ccccc2)CC1,2,-0.3,8,0.9,92,14,6,102,14,17
CC(=O)c1ccc(NC(=O)C2CC(=O)N(C(C)C)C2)cc1 (centres undefined),6,0.2,-1,0.9,102,6,13,100,-1,7
COc1ccc(N2CCN(C(=O)CCNS(=O)(=O)c3ccccc3)CC2)cc1,10,-0.1,-11,0.9,108,12,1,97,1,13
COc1cc2[nH]c(=S)n(Cc3ccc(F)cc3)c(=O)c2cc1OC,4,0.1,14,0.9,88,8,-2,100,4,0
COc1ccccc1OCc1ccc(C(=O)N2N=C(C(F)F)CC2(O)C(F)F)o1 (centres undefined),3,-0.2,14,0.9,87,13,3,102,-16,-5
O=C(Nc1ccccc1)c1sc(Cl)nc1-c1ccccc1,-10,0.0,-6,0.8,105,18,8,111,2,5
COc1ccc(/C=C(\NC(=O)c2ccccc2Cl)C(=O)NCCCC(=O)O)cc1,-1,0.0,-2,1.1,101,-8,7,102,-1,-4
COc1cccc(NC(=O)Cn2c(=O)n(CCCC(=O)NCc3ccco3)c(=O)c3ccccc32)c1,13,0.1,6,0.9,94,7,4,94,13,7
CC(C)[C@@H]1CC[C@@H](C)c2c(-c3ccccc3)n[nH]c21,8,-0.2,0,0.8,100,16,7,99,13,-18
CC(/C=C/c1ccco1)=N\NC(=O)CNc1cccc(C)c1,8,0.2,6,0.8,93,16,3,98,-2,-16
COC(=O)COc1ccc2occ(C(C)=O)c2c1,14,-0.1,-9,1,108,-4,8,91,-12,14
COc1cccc(CNC(=O)CSc2ccc(-c3ccco3)nn2)c1,-9,-0.3,-2,0.7,102,28,2,113,-4,15
CC(C)(C)c1ccc(-c2n[nH]c(=S)n2CC2CCCO2)cc1 (centres undefined),2,0.8,1,1,98,5,-3,100,-8,-10
O=C1C2C3C=CC([C@@H]2C(=O)N1c1nccs1)C31CC1 (some centres undefined),-9,-0.4,4,1,96,-3,3,108,3,-5
O=C(CNc1cccc2ccccc12)N/N=C/c1ccc(C(=O)O)cc1,-11,-0.3,-7,0.8,106,16,-14,113,-20,6
O=C1CN=C(Nc2ccccc2Cl)N1Cc1ccc2c(c1)OCO2,-6,-0.5,3,0.8,97,17,1,108,2,-13

# Compounds as they come; about 6.1% have a hit in one of these screens.
